GPR7 antag – GPR7 receptor antagonists, primary screen, cell-based, fluorescence, single concentration; Neuropeptides B/W receptor type 1 (Homo sapiens), P48145; GPR7-expressing cells, fluorescence antagonist assay; inhibition, % at 4.4 µM; 290,000 compounds, 1.1% hits; AID 1861, 2009; in the data active means inhibition above about 16%, passing the limit was not always enough;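 further: cells stimulated with the agonist NPW; 0% = agonist with vehicle and 100% = vehicle without agonist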
Target sequence (P48145 whole entry, looked up): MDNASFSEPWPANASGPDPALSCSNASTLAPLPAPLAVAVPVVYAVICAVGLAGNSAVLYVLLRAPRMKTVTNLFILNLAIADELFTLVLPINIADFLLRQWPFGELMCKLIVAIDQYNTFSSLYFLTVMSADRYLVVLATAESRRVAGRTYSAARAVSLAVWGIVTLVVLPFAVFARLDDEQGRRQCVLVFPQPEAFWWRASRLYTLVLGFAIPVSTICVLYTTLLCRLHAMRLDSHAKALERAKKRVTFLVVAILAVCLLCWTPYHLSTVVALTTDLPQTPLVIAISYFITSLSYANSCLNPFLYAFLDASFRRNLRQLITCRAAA
OXTR potentiator – human OXTR potentiators, primary screen, fluorescence, CHO-OTR cells, Fluo-8 calcium | Oxytocin receptor (Homo sapiens), P30559 | Fluo-8 calcium fluorescence, potentiator mode; 0% = oxytocin EC15, 100% = EC100 | activation, % at 3 µM | 320,000 compounds, 0.061% hits;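 active means activation above that plate's cutoff, the mean activation of tested compounds plus 3 SD, cut at about 6.6% in these data, passing the limit was not always enough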;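 further: 100% uses oxytocin at 75 nM as the full agonist control; some results filed as inactive read as strong as hits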
Target sequence (P30559 whole entry, looked up): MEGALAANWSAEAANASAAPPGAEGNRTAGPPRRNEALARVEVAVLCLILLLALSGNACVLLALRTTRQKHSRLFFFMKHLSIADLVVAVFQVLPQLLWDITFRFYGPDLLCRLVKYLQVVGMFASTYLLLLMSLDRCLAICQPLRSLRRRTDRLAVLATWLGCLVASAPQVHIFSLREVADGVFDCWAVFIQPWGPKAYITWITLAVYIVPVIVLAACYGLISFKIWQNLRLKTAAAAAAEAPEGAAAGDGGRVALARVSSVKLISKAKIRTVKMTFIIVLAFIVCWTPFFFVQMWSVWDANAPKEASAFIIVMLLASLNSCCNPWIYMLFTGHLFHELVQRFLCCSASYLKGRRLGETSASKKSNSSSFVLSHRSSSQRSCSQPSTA
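Dosing: Single dose, 3.0 µM nominal final compound concentration | Material: Human OTR in CHO cells | Technique: Kinetic Fluo-8 calcium fluorescence | Benchmarks: EC15 oxytocin alone as 0%, 75 nM oxytocin as 100% | Probe or stimulus: Oxytocin at about EC15, sub-maximal agonist stimulus | Incubation: Compound 6 min at room temperature before oxytocin, 100 s read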
M18AAP inhibitor – PfM18AAP inhibitors, malaria aminopeptidase, primary screen, biochemical, QFRET, recombinant enzyme. 290,000 compounds, 1.2% hits. H-Glu-NHMec fluorogenic cleavage. inhibition, % at 7.35 µM. AID 1822, 2009. M18 aspartyl aminopeptidase (Plasmodium falciparum 3D7);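 active means inhibition above the campaign mean inhibition over all tested compounds plus 3 SD, cut at about 28% in these data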;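 further: 0% = plate median of test compound wells and 100% = 2 mM ZnCl2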
MEKK2 WT-MEK5 – modulators of MEK5 binding to wildtype MEKK2, primary screen, biochemical, multiplex bead flow cytometry, Alexa488-MEK5; Alexa488-MEK5 binding to MEKK2 WT; actives lie on both sides; binding response (% of control), % at 10 µM; 290,000 compounds, 1.1% hits; AID 1531, 2009; in the data active means binding response below about 67% or above about 130%
V1aR counter – agonists of human V1a receptor, primary screen, counter-screen for OXTR agonist project, fluorescence, CHO-V1R cells | Fluo-8 calcium fluorescence, agonist mode; 0% DMSO, 100% 3 nM vasopressin | activation, % at 3 µM | 320,000 compounds, 0.25% hits | Vasopressin V1a receptor (Homo sapiens), P37288;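 active means activation above the mean activation of all tested compounds plus 3 SD, per screening run, cut at about 20% in these data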;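 further: signal is peak over basal fluorescence ratio across a 100 second FLIPR read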
MEKK2mut PB1 HTS – MEK5 binding signal on mutant MEKK2 PB1, primary screen, biochemical, multiplex bead flow cytometry, Alexa488-MEK5; Alexa488-MEK5 binding to MEKK2 mutant; percent response, % at 10 µM; 290,000 compounds, 0.35% hits; AID 1530, 2009; in the data active means percent response above about 24%, passing the limit was not always enough; further: inactives centre near 1; some results filed as inactive read as strong as hits
GalR3 antagonist – GalR3 antagonists in HEK293 cells, primary screen, cell-based, fluorescence readout; Galanin receptor type 3 (Homo sapiens), O60755; HEK293 GalR3-CNG cAMP membrane potential fluorescence; galR3 body fused to GalR1 C-terminus; inhibition, % at 3 µM; 360,000 compounds, 0.44% hits; AID 651719, 2012;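 active means inhibition above the screen-wide average plus 3 SD, cut at about 13% in these data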;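 further: forskolin and galanin both at EC90 stimulate the cells; cAMP rise reported by CNG channel membrane potential dye signal; 0% = forskolin plus galanin with DMSO and 100% = forskolin alone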
Target sequence (O60755 1-299 limits assumed): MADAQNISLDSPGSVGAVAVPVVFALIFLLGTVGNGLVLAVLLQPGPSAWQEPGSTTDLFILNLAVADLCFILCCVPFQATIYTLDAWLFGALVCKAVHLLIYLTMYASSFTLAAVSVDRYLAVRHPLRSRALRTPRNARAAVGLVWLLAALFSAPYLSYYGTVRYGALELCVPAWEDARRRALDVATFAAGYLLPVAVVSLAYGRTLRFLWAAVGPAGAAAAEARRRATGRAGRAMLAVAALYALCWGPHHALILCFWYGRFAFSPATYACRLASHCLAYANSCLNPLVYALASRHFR
NALP1 inh – NALP1 inflammasome inhibitors in reconstituted yeast, colorimetric, S. cerevisiae, triplicate retest. S. cerevisiae NALP1/ASC/caspase-1 growth, X-gal OD620, 72 h. inhibition, % at 10 µM. 280,000 compounds, 0.61% hits; in the data active means inhibition mostly above about 24%, no sharp cut-off; inactive means mostly below about 32%; further: some compounds called inactive have numbers as strong as hits
OXTR ag – human OXTR agonists, primary screen, fluorescence, CHO-OTR cells, Fluo-8 calcium. Oxytocin receptor (Homo sapiens), P30559. 320,000 compounds, 0.32% hits. AID 2435, 2010. Fluo-8 calcium fluorescence; normalized: DMSO 0%, oxytocin 100%. activation, % at 3 µM;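 active means activation above the mean of all tested compounds plus 3 SD, cutoff set per screening run, cut at about 20% in these data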;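 further: peak over basal fluorescence ratio from a 100 s FLIPR kinetic read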
* marks the source's active call; other numbers are inactive results; [ ] = remark or other dose.

COc1ccc(C(CNC(=O)c2ccc(OCC3CCCO3)cc2)N2CCOCC2)cc1 (stereo unspecified) was read as GPR7 antag -4, OXTR potentiator -7, M18AAP inhibitor 2, MEKK2 WT-MEK5 99, V1aR counter 7.1, MEKK2mut PB1 HTS 1, GalR3 antagonist -1 and OXTR ag 0.4.
For Cc1ccn2c(c1)nc(=O)c1cc(S(=O)(=O)N3CCCCC3)ccc12 the results were GPR7 antag -9, OXTR potentiator 0, M18AAP inhibitor -5, MEKK2 WT-MEK5 102, V1aR counter 1.1, MEKK2mut PB1 HTS 0, GalR3 antagonist -8, NALP1 inh 10 and OXTR ag 0.3.
Screening Cc1ccccc1N(CC(=O)N1CCCCCC1)S(C)(=O)=O returned GPR7 antag -16, OXTR potentiator 2, M18AAP inhibitor -3, MEKK2 WT-MEK5 112, V1aR counter 0.9, MEKK2mut PB1 HTS 13, GalR3 antagonist -3, NALP1 inh -1 and OXTR ag 1.1.
`O=C(NCc1ccncc1)c1ccc(NS(=O)(=O)c2ccc(F)cc2)cc1` gave OXTR potentiator -6, V1aR counter -0.3, GalR3 antagonist -2 and OXTR ag -0.4.
Screening O=C(C1CCCN(S(=O)(=O)c2ccc(F)cc2)C1)N1CCCC1 (stereo unspecified) returned GPR7 antag -3, OXTR potentiator -3, M18AAP inhibitor 2, MEKK2 WT-MEK5 107, V1aR counter 1.4, MEKK2mut PB1 HTS 8, GalR3 antagonist -2, NALP1 inh -1 and OXTR ag 0.6.
Cc1ccc(P(=O)(CC(=O)O)c2ccc(C)cc2)cc1 was read as GPR7 antag -6, OXTR potentiator -2, M18AAP inhibitor 4, MEKK2 WT-MEK5 99, V1aR counter 1.4, MEKK2mut PB1 HTS -5, GalR3 antagonist 1, NALP1 inh 0 and OXTR ag 1.0.
For CCc1cc2c(-c3ccccc3)cc(=O)oc2cc1OCC(C)=O the results were GPR7 antag 5, OXTR potentiator -4, M18AAP inhibitor 0, MEKK2 WT-MEK5 105, V1aR counter -0.3, MEKK2mut PB1 HTS 2, GalR3 antagonist -9, NALP1 inh -5 and OXTR ag -1.9.
For CC(C)C(=O)NCc1cc(-c2ccc(Cl)cc2)no1 the results were GPR7 antag -14, OXTR potentiator -9, M18AAP inhibitor 1, MEKK2 WT-MEK5 99, V1aR counter -0.1, MEKK2mut PB1 HTS -1, GalR3 antagonist -5, NALP1 inh -8 and OXTR ag -0.2.
Screening O=C(O)CCC(=O)N1CCN(c2cccc(Cl)c2)CC1 returned GPR7 antag 9, OXTR potentiator -10, M18AAP inhibitor -1, MEKK2 WT-MEK5 90, V1aR counter 1.3, MEKK2mut PB1 HTS 0, GalR3 antagonist 1, NALP1 inh 4 and OXTR ag 0.1.
CCOC(=O)c1c(CC(C)C)csc1NC(=O)CCl was read as GPR7 antag -7, OXTR potentiator -5, M18AAP inhibitor 6, V1aR counter -0.9, GalR3 antagonist -6, NALP1 inh -7 and OXTR ag -1.3.

The last 2 entries of the part before come first, to join the parts:
Screening O=C(O)CCC(=O)N1CCN(c2cccc(Cl)c2)CC1 returned GPR7 antag 9, OXTR potentiator -10, M18AAP inhibitor -1, MEKK2 WT-MEK5 90, V1aR counter 1.3, MEKK2mut PB1 HTS 0, GalR3 antagonist 1, NALP1 inh 4 and OXTR ag 0.1.
CCOC(=O)c1c(CC(C)C)csc1NC(=O)CCl was read as GPR7 antag -7, OXTR potentiator -5, M18AAP inhibitor 6, V1aR counter -0.9, GalR3 antagonist -6, NALP1 inh -7 and OXTR ag -1.3.
`CCOC(=O)c1cc(CC)sc1NC(=O)COC(=O)c1ccccn1` gave OXTR potentiator -11, V1aR counter -0.4, GalR3 antagonist -4 and OXTR ag -2.3.
`Cc1ccc2[nH]c(=O)c(CN(Cc3cccnc3)Cc3nnnn3CCN3CCOCC3)cc2c1` gave GPR7 antag -5, OXTR potentiator -8, M18AAP inhibitor 24, MEKK2 WT-MEK5 2.0*[inhibitor], V1aR counter 0.1, MEKK2mut PB1 HTS -41, GalR3 antagonist -2, NALP1 inh 3 and OXTR ag 0.3.
`CCc1ccc(NC(=O)N2CCc3ccccc3C2)cc1` gave GPR7 antag 3, M18AAP inhibitor -1, MEKK2 WT-MEK5 100, MEKK2mut PB1 HTS 1, GalR3 antagonist -4 and NALP1 inh 2.
For CCC1=NN2C(=N)/C(=C/c3ccc(OS(=O)(=O)c4ccccc4)cc3)C(=O)N=C2S1 the results were GPR7 antag 3, OXTR potentiator -4, M18AAP inhibitor -4, MEKK2 WT-MEK5 102, V1aR counter 5.6, MEKK2mut PB1 HTS 2, NALP1 inh 1 and OXTR ag 0.6.
For CCOc1ccc(C2/C(=C(/O)c3ccc(S(=O)(=O)N4CCCCC4)cc3)C(=O)C(=O)N2CCCOC)cc1OC (stereo unspecified) the results were GPR7 antag 17, OXTR potentiator -2, M18AAP inhibitor 6, MEKK2 WT-MEK5 101, V1aR counter 0.1, MEKK2mut PB1 HTS 7, GalR3 antagonist 0, NALP1 inh -3 and OXTR ag 0.0.
Screening COCCN(Cc1nnc(-c2cccs2)o1)C(=O)CN1C(=O)NC2(CCCCC2)C1=O returned OXTR potentiator -1, V1aR counter 0.0, GalR3 antagonist -2 and OXTR ag 1.8.
COc1ccc(Cl)cc1NC(=O)c1ccoc1C was read as GPR7 antag -10, OXTR potentiator -15, M18AAP inhibitor 5, V1aR counter -1.9, GalR3 antagonist 2, NALP1 inh 25 and OXTR ag -2.0.
O=C(OCC(=O)N1CCN(c2ccccc2)CC1)c1ccccn1 was read as GPR7 antag -7, OXTR potentiator -6, M18AAP inhibitor -7, MEKK2 WT-MEK5 97, V1aR counter 0.7, MEKK2mut PB1 HTS -2, GalR3 antagonist 3, NALP1 inh 4 and OXTR ag -0.2.
COC(=O)CSc1nnc(-c2cccnc2)n1-c1cccc(OC)c1 was read as GPR7 antag -4, OXTR potentiator 4, M18AAP inhibitor 1, MEKK2 WT-MEK5 104, V1aR counter -0.2, MEKK2mut PB1 HTS 5, GalR3 antagonist -7, NALP1 inh -5 and OXTR ag -0.9.
Screening CCCN1CCC(=O)N([C@H](CSc2ccc(C)cc2)Cc2ccccc2)CC1 returned MEKK2 WT-MEK5 100, MEKK2mut PB1 HTS 7, GalR3 antagonist -14 and NALP1 inh 3.
CC1(C2CC2)NC(=O)N(CC(=O)Nc2cc(S(=O)(=O)N3CCCCC3)ccc2Cl)C1=O (stereo unspecified) was read as OXTR potentiator -8, V1aR counter 2.0, GalR3 antagonist 6 and OXTR ag 0.5.
For COc1ccc(C(=O)COC(=O)c2ccccn2)c(OC)c1 the results were OXTR potentiator -2, V1aR counter 0.2, GalR3 antagonist -5 and OXTR ag 0.4.
For O=C1C=C(c2cccc(Cl)c2)C[C@@H](c2ccc3c(c2)OCO3)C1 the results were OXTR potentiator -5, V1aR counter -0.5, GalR3 antagonist -8 and OXTR ag -1.1.
Screening CCOc1ccc(NC(=O)c2c(NC(=O)CN3CCN(C)CC3)sc3c2CCC3)cc1 returned GPR7 antag -1, OXTR potentiator -3, M18AAP inhibitor 0, MEKK2 WT-MEK5 120, V1aR counter 0.9, MEKK2mut PB1 HTS 6, GalR3 antagonist -1, NALP1 inh 16 and OXTR ag 0.1.
Screening CCOC(=O)c1sc2nc(C)nc(NC3CCC(O)CC3)c2c1C (stereo unspecified) returned GPR7 antag -12, OXTR potentiator -2, M18AAP inhibitor -4, MEKK2 WT-MEK5 103, V1aR counter 0.2, MEKK2mut PB1 HTS 1, GalR3 antagonist -2, NALP1 inh 7 and OXTR ag 1.3.
Screening Cc1ccc(CN2CCN(Cc3c[nH]c4ccccc34)CC2CCO)o1 (stereo unspecified) returned GPR7 antag -8, OXTR potentiator 3, M18AAP inhibitor -8, MEKK2 WT-MEK5 105, V1aR counter 0.8, MEKK2mut PB1 HTS 0, GalR3 antagonist 2, NALP1 inh 14 and OXTR ag 2.3.
For CSc1ccccc1C(=O)OCC(=O)N1CCN(C(C)=O)CC1 the results were OXTR potentiator -4, V1aR counter 0.3, GalR3 antagonist -4 and OXTR ag 0.4.
Screening COc1cccc(CNC(=O)C23CN(Cc4ccccc4)CC2C(c2ccc([N+](=O)[O-])cc2)=NO3)c1 (stereo unspecified) returned GPR7 antag -14, OXTR potentiator -13, M18AAP inhibitor 10, MEKK2 WT-MEK5 96, V1aR counter 1.8, MEKK2mut PB1 HTS -2, GalR3 antagonist -3, NALP1 inh 3 and OXTR ag -0.1.
For COc1ccccc1CNS(=O)(=O)c1ccc2c(c1)oc(=O)n2C the results were OXTR potentiator -3, MEKK2 WT-MEK5 107, V1aR counter 4.2, MEKK2mut PB1 HTS 4, NALP1 inh -4 and OXTR ag 2.0.
Screening O=C(c1ccc2ccccc2c1)N1CCN(c2ccccn2)CC1 returned GPR7 antag -2, OXTR potentiator -8, M18AAP inhibitor 0, MEKK2 WT-MEK5 108, V1aR counter -0.8, MEKK2mut PB1 HTS 3, GalR3 antagonist -3, NALP1 inh 5 and OXTR ag -1.6.
C=Cn1cc[n+](CC(=O)C(C)(C)C)c1 was read as GPR7 antag -9, OXTR potentiator 1, M18AAP inhibitor -3, MEKK2 WT-MEK5 107, V1aR counter 0.1, MEKK2mut PB1 HTS 2, GalR3 antagonist 2, NALP1 inh 33 and OXTR ag -0.1.
Screening COc1cccc(-c2sc3ccc(OC)cc3c2-c2cc(F)cc(OC)c2)c1 returned OXTR potentiator -7, V1aR counter 0.9, GalR3 antagonist 0 and OXTR ag 1.3.
Cc1ccsc1CN(C)CC(=O)Nc1ccccc1C(=O)NC1CC1 was read as OXTR potentiator -3, V1aR counter -0.4, GalR3 antagonist -5 and OXTR ag 0.0.
Screening COc1ccc(CN2[C@@H](CC(C)=O)c3ccc(/C=C/C(C)=O)cc3S2(=O)=O)cc1 returned OXTR potentiator -8, MEKK2 WT-MEK5 103, V1aR counter 3.5, MEKK2mut PB1 HTS 2, GalR3 antagonist -5 and OXTR ag 2.3.
Screening O=[N+]([O-])c1cc(/C=N/O)ccc1N1CCCC1 returned GPR7 antag 10, OXTR potentiator -1, M18AAP inhibitor -8, MEKK2 WT-MEK5 71, V1aR counter -0.6, MEKK2mut PB1 HTS -15, GalR3 antagonist 3, NALP1 inh 23 and OXTR ag -0.3.
`Cc1cccc(C)c1NC(=O)CN(C)C(=O)c1ccccc1C(=O)N(C)Cc1ccccc1` gave GPR7 antag 14, OXTR potentiator -4, M18AAP inhibitor -6, MEKK2 WT-MEK5 99, V1aR counter 0.3, MEKK2mut PB1 HTS 1, GalR3 antagonist -11, NALP1 inh 22 and OXTR ag 1.3.
